pCIP destab: lowers stability of the mouse p/CIP coactivator protein; Q05BA5; F442A p/CIP-EGFP cells, EGFP fluorescence, 16 h; decrease of EGFP signal, % at 10 µM; 290,000 tested, 0.01% active; AID 1984;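 active means EGFP signal decrease of at least 30% at 10 µM or well 3 SD below plate mean, unless failing retest; inactive means the rest, including hits failing retest or dose response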; further: some compounds called inactive have numbers as strong as hits; many of its hits are not listed in these tables
IDE inh: inhibitors of human insulin-degrading enzyme in cells; HEK cells, FAbetaB cleavage, fluorescence polarization; inhibition, % at 5.59 µM; 320,000 tested, 0.41% active; AID 434962;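 active means percent inhibition above the average of all tested compounds plus 3 SD, set per screening campaign, cut at about 16% in these data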;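 further: IDE supplied by intact live HEK cells; FP after avidin binding of uncleaved biotin substrate so inhibition keeps polarization high; 0% = DMSO wells and 100% = 60 µM reference IDE inhibitor Ii1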
Target sequence (P14735 whole entry, looked up): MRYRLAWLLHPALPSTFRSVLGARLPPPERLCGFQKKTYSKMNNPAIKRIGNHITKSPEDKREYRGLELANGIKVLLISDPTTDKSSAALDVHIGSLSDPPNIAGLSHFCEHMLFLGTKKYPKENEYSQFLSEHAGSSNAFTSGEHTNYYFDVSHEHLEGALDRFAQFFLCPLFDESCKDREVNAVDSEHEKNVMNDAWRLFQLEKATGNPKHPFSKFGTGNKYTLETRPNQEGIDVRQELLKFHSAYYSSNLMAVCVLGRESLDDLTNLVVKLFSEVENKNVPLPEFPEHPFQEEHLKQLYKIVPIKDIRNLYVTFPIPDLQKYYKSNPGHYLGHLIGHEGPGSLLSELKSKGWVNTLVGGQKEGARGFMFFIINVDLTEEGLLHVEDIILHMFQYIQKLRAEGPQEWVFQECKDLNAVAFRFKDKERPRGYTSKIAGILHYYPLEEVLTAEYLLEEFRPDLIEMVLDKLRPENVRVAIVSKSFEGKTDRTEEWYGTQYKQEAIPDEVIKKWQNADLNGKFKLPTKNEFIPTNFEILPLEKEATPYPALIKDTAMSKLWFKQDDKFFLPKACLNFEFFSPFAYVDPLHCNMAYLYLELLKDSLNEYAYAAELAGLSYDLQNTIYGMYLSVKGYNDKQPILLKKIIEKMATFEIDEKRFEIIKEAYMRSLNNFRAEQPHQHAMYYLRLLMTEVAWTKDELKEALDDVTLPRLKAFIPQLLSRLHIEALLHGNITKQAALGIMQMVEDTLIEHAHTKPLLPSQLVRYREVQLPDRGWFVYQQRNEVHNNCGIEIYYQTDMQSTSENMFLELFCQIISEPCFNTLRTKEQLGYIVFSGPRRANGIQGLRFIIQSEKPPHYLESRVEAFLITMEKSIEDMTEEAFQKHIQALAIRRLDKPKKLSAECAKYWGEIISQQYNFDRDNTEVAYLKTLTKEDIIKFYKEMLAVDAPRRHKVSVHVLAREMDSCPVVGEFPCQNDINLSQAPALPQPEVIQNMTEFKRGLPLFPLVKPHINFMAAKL
IDE cell activ: boosts human insulin-degrading enzyme activity in HEK cells | P14735 | 340,000 tested, 0.073% active | FAbeta-B cleavage, fluorescence polarization; 0% vehicle, 100% cell-free pure enzyme wells | activation, % at 5.96 µM;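 active means activation above the mean of all tested compounds plus 3 SD, set per screening campaign, cut at about 17% in these data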
IMP-1 inhibitor: blocks Pseudomonas aeruginosa IMP-1 metallo-beta-lactamase | purified IMP-1, nitrocefin hydrolysis, epi-absorbance fluorescence | inhibition, % at 5.6 µM | 290,000 tested, 0.45% active | AID 1556;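 active means inhibition above the mean plus 3 SD of all compounds in the same screening run, cut at about 4.5% in these data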;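 further: 0% = IMP-1 with DMSO and 100% = DMSO wells lacking enzyme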
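Assay system: purified recombinant IMP-1 beta-lactamase. Input: IMP-1 0.2 nM before substrate addition. Buffer or medium: Zinc- and detergent-supplemented HEPES buffer, pH 7.1. Schedule: 25 °C, 15 min preincubation, 25 min reaction. Signal: Epi-absorbance fluorescence, 480 nm excitation, 530 nm emission. Evaluation: percent inhibition from optical density relative to buffer-blank wells.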
FID counter: displaces DNA intercalator in HCV helicase counter-screen. DNA fluorescent intercalator displacement, fluorescence. inhibition, % at 7.9 µM. 290,000 tested, 0.17% active; in the data active means inhibition above about 37%;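 further: 0% = vehicle and 100% = reference compound; higher means more ethidium bromide displaced from hairpin DNA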
VIM-2 inhibitor: blocks Pseudomonas aeruginosa VIM-2 metallo-beta-lactamase; inhibition, % at 5.6 µM; 290,000 tested, 0.89% active; purified VIM-2, nitrocefin hydrolysis, epi-absorbance fluorescence; AID 1527;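 active means inhibition above the mean of all tested compounds plus 3 SD, cutoff set per screening run, cut at about 7.5% in these data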;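 further: red hydrolysis product quenches plate fluorescence so inhibitors raise well fluorescence; 0% = enzyme with DMSO and 100% = DMSO without enzyme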
SUMO HTRF inh: blocks human SUMOylation mediated by UBC9; P63279; HTRF SUMOylation assay, SAE1/SAE2 + UBC9, in vitro; inhibition, % at 35 µM; 290,000 tested, 0.36% active; in the data active means inhibition above about 50%, passing the limit was not always enough; further: strong numbers were not always called active
M18AAP inhibitor: PfM18AAP enzyme inhibition | recombinant PfM18AAP, H-Glu-NHMec fluorogenic cleavage | inhibition, % at 7.35 µM | 290,000 tested, 1.2% active | AID 1822;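 active means inhibition above the campaign mean inhibition over all tested compounds plus 3 SD, cut at about 28% in these data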;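 further: 0% = plate median of test compound wells and 100% = 2 mM ZnCl2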
HCV NS3 hel inh: blocks Hepatitis C virus NS3 helicase unwinding; NS3 helicase DNA unwinding, Cy5 molecular beacon fluorescence; 290,000 tested, 0.56% active; inhibition, % at 10.9 µM; AID 1800;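 active means inhibition above the mean of all tested compounds plus 3 SD, set per campaign, cut at about 35% in these data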;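 further: 0% = DMSO wells and 100% = thioflavine S control wells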
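test system = hepatitis C virus NS3 helicase domain fragment enzyme | reagent = annealed dual-labelled DNA beacon duplex, ATP-started | times = 1 h at 25 °C | detection = Cy5 fluorescence, 0 and 60 min reads | read-out basis = percent inhibition from t60/t0 fluorescence ratio | control set = DMSO and thioflavine S | replication = one well per compound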
Numbers without * were called inactive; / = not tested or not shown.

smiles | pCIP destab | IDE inh | IDE cell activ | IMP-1 inhibitor | FID counter | VIM-2 inhibitor | SUMO HTRF inh | M18AAP inhibitor | HCV NS3 hel inh
CCOC(=O)c1cc2c(=O)n3cccc(C)c3nc2n(Cc2ccco2)c1=NC(=O)c1cccnc1 | 7.7 | / | 1.1 | -2.0 | -18.4 | 0.9 | 15.8 | -13.3 | 11.5
N#CC1=C(N)OC2=C(CC/C2=C\c2ccc(F)cc2)C1c1ccc(F)cc1 (configuration not stated) | -6.9 | 2.3 | / | 1.5 | -18.5 | -0.9 | 13.7 | 2.1 | 23.4
CCn1c(SCc2ccc(F)cc2)nc2ccccc2c1=O | -3.5 | 0.6 | 3.1 | -4.2 | -28.2 | -1.9 | 11.3 | -7.9 | -14.8
Cc1cc(C)c2c(N)c(C(=O)c3ccc(Cl)cc3)sc2n1 | -8.7 | 7.8 | 1.6 | -0.5 | 2.9 | -0.9 | 5.6 | -4.3 | 10.5
O=C(c1cccc(F)c1)N1CCC(O)(c2cccnc2)CC1 | -1.7 | 4.7 | 0.8 | -2.7 | -6.7 | -2.5 | -2.3 | -0.9 | 8.7
COc1ccnc(Oc2ccc(F)cc2)c1C#N | -12.4 | 4.4 | / | -0.8 | -3.9 | -1.9 | -1.3 | -5.5 | 9.9
O=C(OCc1ccc([N+](=O)[O-])cc1Cl)c1cnccn1 | -7.9 | 8.0 | 4.9 | -2.3 | 0.8 | -0.8 | 2.2 | -8.0 | 24.7
CC(=O)Cc1nsc(NC(=O)c2ccccc2Cl)n1 | 8.3 | 0.2 | 4.2 | -2.6 | -3.7 | 1.2 | 5.5 | -13.1 | 6.3
Cc1nc(NC(=O)C23CCC(C)(C(=O)O2)C3(C)C)sc1C (configuration not stated) | -2.1 | 0.3 | 3.6 | -3.5 | -14.8 | -1.8 | 25.3 | 1.0 | 7.7
COc1ccc(/C=C(\C#N)C(=O)OCC(=O)N2CC(C)OC(C)C2)cc1 (configuration not stated) | -9.7 | -8.5 | 2.8 | -2.3 | -9.4 | -2.2 | 3.1 | 2.4 | 3.3
Cc1ccc(NC(N)=S)cc1 | -11.1 | 4.0 | 5.5 | -1.3 | -1.9 | 0.6 | 10.6 | -4.3 | 36.5*
Cn1c(SCC(=O)Nc2ccc(F)cc2F)nnc1-c1cccnc1 | -15.0 | -4.2 | -0.9 | 0.2 | -1.3 | 1.1 | 14.4 | -8.8 | -5.0
CCOC(=O)COc1ccc(/C=C2/C(=O)NN(c3ccc(F)cc3)C2=O)cc1OC | -5.7 | -0.9 | 3.5 | -6.0 | -22.7 | -5.0 | -1.1 | -1.3 | 36.0*
COc1ccc(OC)c(/C=N/NC(=S)NCCc2ccccc2)c1 | -3.6 | / | 1.5 | -2.4 | -28.8 | -4.9 | -27.4 | 0.3 | -14.0
CC(C(=O)Nc1sc2c(c1C(=O)NCC1CCCO1)CCC2)N1C(=O)c2ccccc2C1=O (configuration not stated) | -10.9 | -3.7 | -2.7 | -1.6 | -3.7 | -1.6 | -2.5 | 4.1 | -3.7
Cc1ccc(C)c(S(=O)(=O)N2CCN(CC(=O)Nc3cc(C)on3)CC2)c1 | -3.6 | 1.1 | -1.7 | -3.2 | -16.3 | 0.1 | 11.0 | -8.0 | -6.8
CC(C)(C)C1CCC2(CC1)C(C#N)=C(SCC(=O)NC1CCCCC1)NC(=O)C2C#N (configuration not stated) | -7.6 | -3.5 | 2.3 | 0.5 | -32.4 | 3.6 | 2.3 | -10.6 | 19.4
Cc1occc1-c1nnc(SCC(=O)NC2CCCC2)n1-c1ccccc1 | -1.7 | 1.1 | 0.2 | -1.0 | -23.8 | -1.4 | 12.7 | -2.6 | 3.1
COc1ccc(NC(=O)COC(=O)c2ccc(O)cc2)c([N+](=O)[O-])c1 | 5.6 | 4.0 | 8.3 | -2.0 | 5.0 | 2.7 | -7.9 | -2.3 | 4.0
CC1=NN(C(C#N)c2ccccc2C)C(c2ccccc2)C1 (configuration not stated) | -12.7 | 4.3 | 0.7 | -2.8 | -10.9 | -0.8 | 4.7 | 4.7 | 6.0

Fetched one by one from the entries so far (3):
smiles | pCIP destab | IDE inh | IDE cell activ | IMP-1 inhibitor | FID counter | VIM-2 inhibitor | SUMO HTRF inh | M18AAP inhibitor | HCV NS3 hel inh
Cc1ccc(NC(N)=S)cc1 | -11.1 | 4.0 | 5.5 | -1.3 | -1.9 | 0.6 | 10.6 | -4.3 | 36.5*
Cc1occc1-c1nnc(SCC(=O)NC2CCCC2)n1-c1ccccc1 | -1.7 | 1.1 | 0.2 | -1.0 | -23.8 | -1.4 | 12.7 | -2.6 | 3.1
CCOC(=O)c1cc2c(=O)n3cccc(C)c3nc2n(Cc2ccco2)c1=NC(=O)c1cccnc1 | 7.7 | / | 1.1 | -2.0 | -18.4 | 0.9 | 15.8 | -13.3 | 11.5

Next part:
smiles | pCIP destab | IDE inh | IDE cell activ | IMP-1 inhibitor | FID counter | VIM-2 inhibitor | SUMO HTRF inh | M18AAP inhibitor | HCV NS3 hel inh
Brc1ccc(-c2cn3ccccc3n2)s1 | -7.4 | -0.6 | -8.7 | -4.5 | 1.7 | -2.0 | 9.9 | 7.5 | 8.3
CC(NC(=O)COC(=O)c1cc(=O)[nH]c2ccccc12)c1ccccc1 (configuration not stated) | 5.4 | -0.8 | 1.4 | -3.4 | -7.3 | -2.7 | 23.7 | -10.3 | -2.1
Cc1ccc2c(CSc3nc4ccccc4c(=O)n3CCCO)cc(=O)oc2c1C | -8.3 | 1.3 | -1.5 | -2.4 | -21.7 | 3.6 | -36.9 | 4.2 | -19.4
Cc1ccc2c(c1)N(C(=O)CCC(=O)NCCCN1CC(C)CC(C)C1)CCO2 (configuration not stated) | 1.7 | 9.4 | 3.6 | -3.3 | 2.0 | -2.3 | 8.6 | -4.0 | 3.6
Clc1ccc(/C=C/c2nc3ccccc3[nH]2)cc1 | -4.8 | 8.5 | 0.4 | -2.1 | 5.6 | -4.1 | 0.9 | 1.7 | 2.2
CC1CC(C)CN(c2ccc(-n3cnnn3)cc2[N+](=O)[O-])C1 (configuration not stated) | -9.4 | 5.2 | -0.9 | -2.0 | -6.2 | -1.5 | 11.7 | 8.5 | 5.4
CN(C)S(=O)(=O)c1ccc(S(=O)(=O)N2CCN(CCC#N)CC2)cc1 | 1.8 | -3.4 | 2.2 | -3.4 | 2.5 | 0.6 | 3.6 | 2.1 | 2.4
O=C(COC(=O)/C=C/c1cccc(Br)c1)NCCC1=CCCCC1 | -9.9 | -1.8 | 2.0 | -2.5 | -11.5 | -5.2 | 18.6 | 3.5 | 0.4

As entered above.
Result of Cc1cc(C)c2c(N)c(C(=O)c3ccc(Cl)cc3)sc2n1 in pCIP destab: -8.7
Result of CN(C)S(=O)(=O)c1ccc(S(=O)(=O)N2CCN(CCC#N)CC2)cc1 in SUMO HTRF inh: 3.6
Result of CCn1c(SCc2ccc(F)cc2)nc2ccccc2c1=O in VIM-2 inhibitor: -1.9
Result of Cc1nc(NC(=O)C23CCC(C)(C(=O)O2)C3(C)C)sc1C (configuration not stated) in VIM-2 inhibitor: -1.8

Among those listed so far, 2 contain an NH in an aromatic ring.
smiles | pCIP destab | IDE inh | IDE cell activ | IMP-1 inhibitor | FID counter | VIM-2 inhibitor | SUMO HTRF inh | M18AAP inhibitor | HCV NS3 hel inh
CC(NC(=O)COC(=O)c1cc(=O)[nH]c2ccccc12)c1ccccc1 (configuration not stated) | 5.4 | -0.8 | 1.4 | -3.4 | -7.3 | -2.7 | 23.7 | -10.3 | -2.1
Clc1ccc(/C=C/c2nc3ccccc3[nH]2)cc1 | -4.8 | 8.5 | 0.4 | -2.1 | 5.6 | -4.1 | 0.9 | 1.7 | 2.2

Source: PubChem
